Compound activity deposited in PubChem by several laboratories.
SMARCA2 act – increases SMARCA2 function in MMTV reporter cells; MG213 cells, MMTV-luciferase reporter, dexamethasone, overnight; activation, % at 9.1 µM; hit rate 1% among 370,000; AID 652017; in the data active = activation above about 7.8%;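 note: 0% = vehicle wells and 100% = reference activator wells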
KLK7 zymogen act – activators of human kallikrein-7 zymogen. P49862. purified proKLK7, EDANS-DABCYL substrate fluorescence; 100% is mature enzyme control, 0% vehicle. activation, % at 7 µM. hit rate 0.9% among 370,000;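 active = activation above the mean of all tested compounds plus 3 SD, computed per campaign excluding outliers beyond control limits, cut at about 13% in these data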
ssDAF-12 act – S. stercoralis DAF-12 activation, primary screen | hit rate 1% among 370,000 | HEK293 ssDAF-12/GRIP1 lit1-tk-luc reporter, luminescence; % of 3 µM dafachronic acid response | activation, % at 6.8 µM;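 active = activation above the mean over all tested compounds plus 3 SD, cut at about 0.9% in these data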;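 note: 0% = DMSO-only wells and 100% = 3 µM delta7-dafachronic acid wells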
DAX1 inh-1 – inhibitors of DAX1 repression of SF-1 activated StAR promoter; HEK293T StAR-luciferase reporter, SF-1/DAX-1 repression relief; inhibition, % at 6.8 µM; hit rate 1.1% among 370,000; AID 652010;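 active = inhibition above the mean over all tested compounds plus 3 SD, cut at about 3.6% in these data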;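 note: 0% = DAX-1 cells with DMSO and 100% = cells lacking DAX-1 with DMSO; higher inhibition means more luminescence from relief of DAX-1 repression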
hcDAF-12 act – H. contortus DAF-12 activation, primary screen. HEK293 hcDAF-12 lit1-tk-luc reporter, luminescence; 0% DMSO, 100% Δ7-dafachronic acid. activation, % at 6.8 µM. hit rate 1.4% among 370,000. AID 652067;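 active = activation above the mean of all tested compounds plus 3 SD, cut at about 5.5% in these data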;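 note: 100% = response to 3 µM Δ7-dafachronic acid high control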
DAX1 inh-2 – NR0B1 (DAX1) inhibition; P51843; HEK293 Gal4-DAX1 luciferase reporter, luminescence; inhibition, % at 6.75 µM; hit rate 0.99% among 340,000; AID 504766;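 active = inhibition above the mean over all tested compounds plus 3 SD, cut at about 4.2% in these data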;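 note: 0% = DAX1-transfected cells with DMSO and 100% = empty-vector control cells with DMSO; inhibition shows as a rise in luminescence from relieved DAX1 repression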
HGIII-sPLA2 inh – Inhibits HGIII-sPLA2 liposome hydrolysis, primary screen. QFRET BODIPY PC-A2 liposome hydrolysis, fluorescence. inhibition, % at 12.2 µM. hit rate 0.56% among 370,000. AID 743126;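 active = inhibition above mean plus 3 SD of compounds lying within the high and low control bounds, cut at about 19% in these data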;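 note: 0% = median of test compound wells and 100% = no enzyme DMSO wells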
NPR2 activator – GC-B (human) receptor activation | hit rate 0.11% among 370,000 | P20594 | HEK293-GC-B cells, CNP EC30, cGMP TR-FRET; 0% at EC30 CNP, 100% saturating CNP | activation, % at 10 µM | AID 1920062;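 active = activation at 10 µM reaching about 35% in either raw or pattern-adjusted values, limit read from the data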
FXN GAA850 act – activators of GAA850 frataxin (FXN) promoter; hit rate 0.56% among 360,000; HEK293 lucGAA850 FXN promoter luciferase reporter, 24 h; percent of 10 µM SAHA response; activation, % at 6 µM;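 active = activation above the average of all compounds screened plus 3 SD, cutoff fixed separately per campaign, cut at about 7.5% in these data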;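 note: 0% = DMSO wells and 100% = 10 µM SAHA wells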
hgDAF12 agonist – activates the H. glycines DAF-12 receptor ligand-binding domain | hit rate 1.8% among 370,000 | HEK293 GAL4-hgDAF12 UAS-luciferase reporter, agonist luminescence; normalized to butyrate control | AID 687014 | activation, % at 6.8 µM;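 active = activation above a cutoff set at the mean of all screened compounds plus 3 SD, cut at about 10% in these data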;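 note: 0% = DMSO wells and 100% = sodium butyrate wells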
NPR1 activator – GC-A (human) enzyme activation; P16066; HEK293 GC-A cells, cGMP TR-FRET, EC30 ANP; 0% at EC30 ANP, 100% saturating ANP; activation, % at 10 µM; hit rate 0.14% among 370,000; in the data active = activation above about 40%
Target sequence (P16066 whole entry, looked up): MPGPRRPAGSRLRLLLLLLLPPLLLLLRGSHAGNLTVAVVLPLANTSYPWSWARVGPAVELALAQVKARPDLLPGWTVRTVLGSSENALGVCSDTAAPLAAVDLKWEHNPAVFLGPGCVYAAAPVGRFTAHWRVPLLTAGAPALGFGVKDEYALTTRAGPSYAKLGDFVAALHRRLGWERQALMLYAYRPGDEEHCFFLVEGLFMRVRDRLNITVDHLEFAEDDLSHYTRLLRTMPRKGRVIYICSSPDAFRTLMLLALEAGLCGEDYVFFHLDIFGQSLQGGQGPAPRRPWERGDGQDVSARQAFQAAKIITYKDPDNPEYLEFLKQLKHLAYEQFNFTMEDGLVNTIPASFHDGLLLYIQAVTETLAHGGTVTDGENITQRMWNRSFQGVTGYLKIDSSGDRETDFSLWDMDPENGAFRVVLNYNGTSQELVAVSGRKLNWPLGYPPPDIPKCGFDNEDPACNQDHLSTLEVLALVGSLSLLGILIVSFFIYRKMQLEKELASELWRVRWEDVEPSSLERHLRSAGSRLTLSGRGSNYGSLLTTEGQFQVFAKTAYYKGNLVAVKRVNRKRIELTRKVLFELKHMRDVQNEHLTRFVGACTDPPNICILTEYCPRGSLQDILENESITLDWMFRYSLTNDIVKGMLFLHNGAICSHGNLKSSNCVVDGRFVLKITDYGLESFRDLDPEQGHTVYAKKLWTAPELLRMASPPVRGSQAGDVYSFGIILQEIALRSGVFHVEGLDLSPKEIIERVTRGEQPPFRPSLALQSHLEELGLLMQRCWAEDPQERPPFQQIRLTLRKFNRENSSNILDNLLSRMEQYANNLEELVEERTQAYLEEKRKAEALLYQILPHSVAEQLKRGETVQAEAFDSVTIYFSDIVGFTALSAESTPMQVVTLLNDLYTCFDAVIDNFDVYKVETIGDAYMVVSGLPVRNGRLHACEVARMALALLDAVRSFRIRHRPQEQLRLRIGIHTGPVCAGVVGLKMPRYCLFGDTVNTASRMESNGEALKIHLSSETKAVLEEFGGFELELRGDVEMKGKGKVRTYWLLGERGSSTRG
Numbers without * were called inactive; · = not tested or not shown.

SMILES	SMARCA2 act	KLK7 zymogen act	ssDAF-12 act	DAX1 inh-1	hcDAF-12 act	DAX1 inh-2	HGIII-sPLA2 inh	NPR2 activator	FXN GAA850 act	hgDAF12 agonist	NPR1 activator
Cn1c(SCc2cccc(Br)c2)nc2c1c(=O)[nH]c(=O)n2C	-1	0.2	-1.3	-0.8	-1.4	0.9	0	1	1.6	-1.7	1
COc1ccc(CN(CC(O)COCc2ccccc2)S(=O)(=O)c2ccccc2Br)cc1 (stereo not given)	-2	-0.4	-0.8	-0.1	-1.2	-0.5	-11	-3	-2.4	-1.9	0
O=C(Nc1ccon1)c1ccc(Br)s1	0	-0.3	-1.4	-0.7	-0.2	0.3	2	-3	0.1	2.2	0
C[C@@H]1CN([C@@H](C)CO)C(=O)CCCn2nncc2CO[C@@H]1CN(C)C(=O)NC1CCCCC1	0	0.0	-1.4	0.3	-1.0	0.0	10	-1	0.5	3.5	6
Cc1ccc2c(c1)c1c3n2CCN(CCC(=O)O)C3CCC1 (stereo not given)	0	9.6	-1.2	0.3	0.2	0.5	-4	-3	1.7	0.8	-2
CN1CCN(NC(=O)c2ccc(F)cc2)CC1	1	0.2	-0.8	0.3	-1.8	2.2	-8	-2	-0.2	0.9	2
Cc1ccc(C(=O)NN2CCOCC2)cc1[N+](=O)[O-]	-1	0.1	-1.4	-0.7	-0.7	0.9	12	1	1.6	-0.3	3
Oc1ccccc1C1=Nc2ncnn2C(c2ccc(F)cc2)C1 (stereo not given)	-1	1.7	-1.3	-1.2	-1.4	2.5	-5	-3	-1.6	-1.5	-1
O=c1c(-c2ccccc2)c(O)cc(-c2ccncc2)n1-c1ccc(Cl)cc1	1	0.1	-0.4	-0.1	2.6	0.6	-2	2	-0.5	2.3	-3
COCCN(Cc1cc2c(C)cc(C)cc2nc1Cl)C(=O)c1ccccc1F	-4	-0.8	-0.8	1.9	0.8	-1.1	7	7	0.6	0.0	-2
O=C(OCCCN=C1NS(=O)(=O)c2ccccc21)c1ccccc1F	1	-0.5	-1.6	0.1	-1.4	0.1	4	-3	-2.0	0.2	-4
CCCCC1Cc2[nH][nH]c(=O)c2C(c2ccc(Cl)cc2)O1 (stereo not given)	-3	-0.1	-0.9	0.5	1.4	·	-44	-8	·	0.3	-1
Cc1cc2cccc(C)c2nc1SCC(=O)NCC1CCCO1 (stereo not given)	4	0.4	-1.3	0.2	-1.9	0.3	2	0	2.4	-2.6	-5
CC1SC(c2cccc(Cl)c2)NC1=O (stereo not given)	-3	-0.2	-1.1	-0.1	-0.8	1.8	0	8	1.9	0.1	4
CN(CCc1ccccn1)C(=O)CCC1CCCN(C(=O)CN2CCCCCC2)C1 (stereo not given)	-2	0.9	-1.5	-0.3	-0.7	-0.2	0	-3	2.0	-2.5	-2
Cc1nnc(SCC(=O)c2ccc([N+](=O)[O-])cc2)s1	-2	0.6	-1.4	0.0	0.6	0.8	-15	5	-1.2	-1.4	0
COC(=O)C1=C(C)N(Cc2cccc(C(F)(F)F)c2)C(=NCc2ccc(OC)cc2)NC1c1ccc(Cl)cc1 (stereo not given)	-6	-0.1	-0.8	0.2	-1.3	·	11	-14	·	-1.0	-13
Cc1ccc(S(=O)(=O)NCC2CCC(C(=O)NCc3ccccn3)CC2)cc1 (stereo not given)	1	-0.3	-1.0	0.6	0.2	-0.8	-1	1	0.2	-3.1	-1
CSc1ccc(CN(C)CC(=O)Nc2ccccc2C(=O)NC2CC2)cc1	-2	-0.4	-1.1	-0.5	-1.2	0.0	2	-3	0.5	0.4	-1
CC(=O)N[C@@H](CC(=O)O)C(=O)O	2	0.2	-0.5	-0.3	-2.7	-0.9	1	6	-0.8	0.8	4
CC(C)Cc1nnc(NC(=O)CSc2nc(-c3ccccc3)cc(=O)[nH]2)s1	-2	-0.2	-1.1	-0.1	-1.8	-0.3	-20	-12	0.1	-1.4	-3
Fc1ccc(F)c(CNc2ncnc3cc(Cl)ccc23)c1	-6	-0.3	-1.1	-1.0	-3.0	-2.8	-3	1	1.8	-3.1	9
COc1ccc(/C=C2\CCCC3C2=NN(C(=O)c2scnc2C)C3c2ccc(OC)cc2)cc1 (stereo not given)	-4	-0.3	-0.7	-0.2	-1.2	-0.9	0	-10	1.9	-0.5	4
Cc1cccc2c1cnn2C(=O)Nc1ccc(Br)cc1F	-2	0.2	-0.7	0.2	2.6	2.5	10	2	-0.7	2.1	12
COc1ccc(C(=O)NC2CCN(C(=S)Nc3cccc(C)c3)CC2)cc1	3	-0.3	-1.9	-0.3	-0.7	0.1	6	6	-1.9	-0.8	-3
CCCCCCCc1ccc(-c2ccc(O)cc2)nc1	2	0.1	-0.8	1.2	1.6	-0.2	-14	5	4.5	12*	-2
O=C(NC1CCCc2ccccc21)C1CCC(CNS(=O)(=O)c2cccc3nsnc23)CC1 (stereo not given)	-3	-0.8	-0.8	-0.8	0.4	0.1	2	4	-0.2	1.8	-6
COC(=O)CCC(=O)c1oc2ccccc2c1NC(=O)CCCN1C(=O)c2ccccc2C1=O	-5	-0.5	-0.8	0.8	0.1	0.3	6	19	0.2	0.1	-6
COc1ccccc1CNC(=O)C(C)Oc1ccccc1 (stereo not given)	-2	-0.3	0.2	0.1	-0.5	0.6	3	-3	2.7	1.2	-6
O=C(Nc1ccc(F)cc1)c1ccc2c(c1)S(=O)(=O)N=C1CCCCCN12	0	0.0	-1.0	0.8	-1.1	0.0	-4	-2	0.0	3.8	0
CCCCOc1ccccc1NC(=O)CC1SC(=NCC)N(CC)C1=O (stereo not given)	2	-0.1	-1.4	-0.5	-2.3	0.6	-14	-2	-1.9	1.0	-1
Cc1ccc(-n2nc3cc(C)c(NC(=S)NC(=O)/C=C/c4ccco4)cc3n2)cc1	-1	4.2	-1.4	0.9	-2.0	0.0	10	-4	2.2	-0.8	5
Brc1ccccc1C1N=C(c2ccccc2)NO1 (stereo not given)	3	-0.7	1.2*	2.2	11*	1.9	10	5	3.0	20*	-2
COc1cccc(C=Nc2ccccc2C(=O)Nc2nccs2)c1OC	2	25*	-0.8	1.1	0.9	1.7	7	-7	1.3	4.3	-8
O=C(Cn1nnc2c(cnn2-c2ccc(F)cc2)c1=O)OC1CCCCC1	-1	-0.8	-1.1	-1.0	0.0	-0.6	9	-1	-1.1	-2.2	-1
Cc1cc(C)nc(SCC(=O)Nc2ccc3c(c2)OCO3)n1	-2	0.7	-0.8	-1.6	-1.6	1.2	7	2	-0.8	-3.9	-2
CCOC(=O)c1[nH]c2ccccc2c1NC(=O)CN1CCCCC1	-2	0.5	-1.4	0.4	-2.1	0.1	-4	-4	-0.5	1.3	-2
CCN(CC)CCNC(=O)c1cn(CCOC)c(=O)c2c1c1ccccc1n2C	2	0.3	0.6	0.4	-2.5	0.2	-1	-7	-1.9	-1.0	-18
COc1ccccc1Nc1cc(C(=O)NCc2cccnc2)c2ccccc2n1	1	0.8	-1.2	0.1	-0.4	-0.6	0	-3	0.3	-3.3	3
CCOc1ccccc1C(=O)Nc1cccc(-c2nnc(-c3ccccc3)o2)c1	0	0.1	-1.3	-0.3	-0.9	0.2	0	9	-0.3	1.8	5
C/C=C/c1ccc(OCCn2cncn2)c(OC)c1	-2	0.0	-1.2	-0.1	0.0	0.7	0	2	1.9	0.4	1
Cc1cc(-c2csc(NC(=O)c3cccc(S(=O)(=O)N(C)C)c3)n2)c(C)n1-c1ccccc1	-2	-1.3	-1.7	0.0	1.3	-0.7	13	0	0.9	1.1	-10
COc1cc(C(=O)Nc2ccccc2N2CCCCC2)cc(OC)c1OC	-3	-0.7	-1.2	-0.3	-0.9	-1.2	1	-2	-0.8	-0.4	-2
CCc1cccc(CC)c1NC(=S)NCCc1c(C)[nH]c2ccccc12	-3	-0.2	-1.9	-0.4	-0.4	-0.6	9	-11	-2.9	-1.7	-8
COC(=O)[C@]1(Cc2ccccc2)N[C@H](CN(C)C(=O)c2ccc(F)cc2)[C@@H]2C(=O)N(C)C(=O)[C@@H]21	-3	0.1	-1.1	0.3	-1.5	2.5	6	-4	-3.6	-0.6	1
C#CCOCCOCCOCCNc1nc(N2CCN(C(=O)[C@H](CC(N)=O)n3cc([C@@H](N)C(C)C)nn3)CC2)nc(N2CCN(C(=O)[C@H](CC(N)=O)n3cc([C@@H](N)C(C)C)nn3)CC2)n1	0	0.8	-1.1	0.2	1.1	-1.0	5	1	1.9	-0.5	5
CC(C)[C@@H](C(=O)NCC1CCC(C(=O)O)CC1)n1nnc2ccccc2c1=O (stereo not given in full)	-2	-0.7	-1.4	-0.5	1.3	-0.4	3	0	0.1	2.1	0
COc1ccc(-n2nc(C(=O)NCc3ccco3)c3c4ccccc4n(C)c3c2=O)cc1Cl	-1	0.1	0.4	0.0	1.5	-0.3	5	-3	-1.8	-1.0	-1
Cc1nc2ccccc2c(=O)n1NC(=O)C1CC1	7	-0.1	-0.2	0.7	-0.1	0.9	1	5	1.4	-1.6	2
COc1ccc(OC)c(NC(=O)c2nnn(Cc3ccc(Br)cc3F)c2N)c1	-2	-6.1	-0.9	1.3	2.7	0.6	-6	1	2.4	1.7	-3
The results go on.
SMILES	SMARCA2 act	KLK7 zymogen act	ssDAF-12 act	DAX1 inh-1	hcDAF-12 act	DAX1 inh-2	HGIII-sPLA2 inh	NPR2 activator	FXN GAA850 act	hgDAF12 agonist	NPR1 activator
COc1ccc(Oc2nc(Oc3ccc(OC)cc3)nc(Oc3ccc(OC)cc3)n2)cc1	0	0.4	-1.3	-0.2	-1.0	-1.5	-7	-8	-0.5	0.4	1
COc1ccc(CCC(=O)NC2CCCCC2)cc1	0	0.5	-1.0	0.9	1.0	0.7	-1	2	-0.7	-1.3	1
O=C(Nc1ccc(Cl)cc1)c1cccc(OC(=S)N2CCOCC2)c1	-5	0.9	-1.5	-6.6	-3.7	-0.1	-1	-1	-0.5	-6.5	-1
COC(=O)N/N=C/c1ccc(OC(=O)c2ccco2)c(OC)c1	-6	-0.7	-0.9	-0.3	-0.3	·	9	6	-1.4	-3.3	4
CCCCOc1cccc(C(=O)N(Cc2ccccc2)C2CCS(=O)(=O)C2)c1 (stereo not given)	-2	-0.1	-1.2	-0.2	-1.0	-0.2	-7	-8	-1.4	0.6	-11
COC(=O)[C@@]1(Cc2ccc(F)cc2)[C@H]2c3cc(C(=O)N(C)C)n(C)c3C[C@H]2CN1C(=O)c1ccccc1	-3	0.5	-1.7	-1.6	-2.6	·	1	-2	·	-0.3	-5
CCCn1nnnc1COc1ccc(C(N)=O)cc1	-3	-0.2	-0.9	-0.7	-1.1	1.6	8	-1	0.3	2.6	-2

Some of these compounds in order of heavy-atom count, low to high:
SMILES	SMARCA2 act	KLK7 zymogen act	ssDAF-12 act	DAX1 inh-1	hcDAF-12 act	DAX1 inh-2	HGIII-sPLA2 inh	NPR2 activator	FXN GAA850 act	hgDAF12 agonist	NPR1 activator
Brc1ccccc1C1N=C(c2ccccc2)NO1 (stereo not given)	3	-0.7	1.2*	2.2	11*	1.9	10	5	3.0	20*	-2
CCCCCCCc1ccc(-c2ccc(O)cc2)nc1	2	0.1	-0.8	1.2	1.6	-0.2	-14	5	4.5	12*	-2
Cc1ccc(S(=O)(=O)NCC2CCC(C(=O)NCc3ccccn3)CC2)cc1 (stereo not given)	1	-0.3	-1.0	0.6	0.2	-0.8	-1	1	0.2	-3.1	-1
